NCI-60 one-dose screen, 48 h, at 10 µM unless noted. Numbers give growth in % (100 = growth as untreated, 0 = no growth, -100 = all killed).
ACHN: ACHN renal cancer; hit rate 4.9% among 81,000; AID 1794771
IGROV1: IGROV1 ovarian cancer; hit rate 4.7% among 79,000; AID 1794786
OVCAR-5: OVCAR-5 ovarian cancer; hit rate 2.9% among 82,000
OVCAR-8: OVCAR-8 ovarian cancer; AID 1794782; hit rate 4.4% among 81,000
A498: A498 renal cancer cells. hit rate 5.4% among 76,000
OVCAR-3: OVCAR-3 ovarian cancer; hit rate 7% among 79,000; AID 1794787
SK-OV-3: SK-OV-3 ovarian cancer cells; hit rate 3.2% among 80,000
OVCAR-4: OVCAR-4 ovarian cancer cells; AID 1794784; hit rate 3.7% among 80,000
RXF 393: RXF 393 renal cancer cells; hit rate 6.9% among 77,000; AID 1794773
An asterisk follows results filed as active; x = no result given; & = joins results of further samples; [ ] = remark or other dose. The calls were made as follows: active = growth percent below 10; inactive = the rest.

| structure | ACHN | IGROV1 | OVCAR-5 | OVCAR-8 | A498 | OVCAR-3 | SK-OV-3 | OVCAR-4 | RXF 393 |
| --- | --- | --- | --- | --- | --- | --- | --- | --- | --- |
| Ic1ccc(Nc2nc3nonc3nc2Nc2ccc(I)cc2)cc1 | 4.9* | 29 | 34 | 6.6* | -22* | 9.0* | -20* | 19 | -0.3* |
| C=C(C)C1CC=C(C)C(OCCN(CC)CC)C1 (centres undefined) | 97 | 98 | 93 | 105 | 95 | 97 | 98 | 109 | 104 |
| COC(=O)c1ccc(N=NN(C)C)cc1 | 106 | x | 95 | 108 | 102 | 124 | 100 | 110 | x |
| C[C@]12CC[C@H]3[C@@H](CCC4=CC(=O)CC[C@@]43C)[C@@H]1CC[C@@H]2c1csc(N)n1 | 77 | 87 | 100 | 46 | 84 | 63 | 89 | 23 | 77 |
| COc1ccc(-c2cc(-c3cc(C(=O)c4ccccc4)n4ccc(C)cc34)nc(N)c2C#N)cc1 | 56 | 79 | 90 | 20 | 127 | 60 | 94 | 24 | x |
| CCCCC/C(C)=C(\C#N)C(=O)NC(N)=S | 108 | 107 | 111 | 109 | 87 | 112 | 114 | 112 | 98 |
| CCOC(=O)C1(COCc2ccccc2)CCCCC1=O (centres undefined) | 107 | 109 | 107 | 101 | 99 | 113 | 115 | 103 | 115 |
| CC(=O)[C@H]1CC[C@]2(C)[C@@H]1CC[C@@H]1[C@@]3(C)CC[C@H](OCCC#N)C(C)(C)[C@@H]3CC[C@]12C | 98 | 105 | 106 | 105 | 103 | 106 | 101 | 88 | 111 |
| COc1ccc(-c2nc(-c3c[nH]c4ncccc34)cs2)cc1 | 105[100 µM] | 96[100 µM] | 95[100 µM] | 69[100 µM] | 122[100 µM] | 104[100 µM] | 94[100 µM] | 97[100 µM] | 80[100 µM] |
| Nc1ccc(F)c(F)c1 | 102 | 111 | 104 | 109 | 64 | 110 | 104 | 102 | 110 |
| CC(C)Cc1ccc(C(C)C(=O)OC2CC(C)(C)N([O])C(C)(C)C2)cc1 (centres undefined) | 105 | 104 | 94 | 105 | 64 | 104 | 118 | 93 | 107 |
| Cc1ccc(C2C(C#N)=C(N)Oc3n[nH]c(-c4ccc(Cl)cc4)c32)cc1C (centres undefined) | 110 | 109 | 104 | 96 | 91 | 102 | 101 | 102 | 103 |
| O=C1OC(c2ccc(-c3ccccc3)cc2)=C/C1=C/c1c(Cl)cccc1Cl | 105 | 95 | 92 | 105 | 94 | 97 | 97 | 90 | x |
| CC1(C)C(=O)/C(=C\c2ccco2)C[C@]2(C)[C@H]3CC[C@@H]4[C@H]5[C@H](C(=O)/C=C/c6ccco6)CC[C@]5(C(=O)O)CC[C@@]4(C)[C@]3(C)CC[C@@H]12 | 63 | 75 | 126 | 68 | 82 | 61 | 100 | 41 | 88 |
| C=CC(=O)N[C@@H](Cc1ccc(-c2cc(Cl)cc(Cl)c2)cc1)[C@@H](O)[C@H](O)C(=O)OCC | 105 | 107 | 95 | 100 | x | 110 | 96 | 101 | x |
| O=C(N/N=C/c1cc([N+](=O)[O-])ccc1O)c1cccc2ccccc12 | 16 | 40 | 47 | 23 | 62 | 27 | 41 | 20 | 47 |
| N#C/C(=C\c1ccccc1Cl)c1cc2ccccc2[nH]1 | 85 | 85 | 96 | 96 | 99 | 101 | 76 | 96 | 102 |
| COc1ccc(NC(c2ccc(C(F)(F)F)cc2)c2c(C)[nH]c3ccccc23)cc1 (centres undefined) | 98 | 83 | 112 | 95 | 102 | 106 | 98 | 103 | 90 |
| CCN(CC)CCOc1ccccc1Br | 100 | 113 | 95 | 109 | 112 | 117 | 108 | 116 | 148 |
| COc1ccc(C2CC(=O)c3cc(OC)ccc3O2)cc1 (centres undefined) | 104 | 111 | 99 | 102 | 95 | 124 | 116 | 105 | 121 |

More entries follow:
| structure | ACHN | IGROV1 | OVCAR-5 | OVCAR-8 | A498 | OVCAR-3 | SK-OV-3 | OVCAR-4 | RXF 393 |
| --- | --- | --- | --- | --- | --- | --- | --- | --- | --- |
| O=C(Nc1ccccc1)Nc1ccc(OCC(=O)c2ccccc2)cc1 | 99 | 107 | 101 | 95 | 105 | 105 | 100 | 97 | 96 |
| O=C1C(=Nc2ccc(F)c(Cl)c2)c2cccc3cccc1c23 | 32 | 66 | 95 | 3.6* | 118 | 25 | 87 | 86 | 107 |
| C=CCSSc1ncnc2c1ncn2C1OC(CO)C(O)C1O (centres undefined) | 25 | 35 | 45 | 20 | 43 | 29 | 7.5* | 34 | 35 |
| CCCCc1ccc(C(N)=O)nc1 | 99 | 19 | 96 | 107 | -4.3* | 107 | 99 | 100 | 103 |
| C=CCn1c(SCC(=O)Nc2ccc(OC)cc2)nnc1-c1cc(-c2ccc(S(C)(=O)=O)cc2)nc2ccccc12 | 87 | 85 | 95 | 76 | 51 | 92 | 97 | 83 | 82 |
| COCCCC/C(=N\OCCN)c1ccc(C(F)(F)F)cc1 | 99 | 105 | 93 | 102 | 89 | 105 | 105 | 110 | 97 |
| COC(=O)OC1C(O[C@H]2C[C@H]3[C@@H]4CC=C5C[C@@H](O)CC[C@]5(C)[C@H]4CC[C@]3(C)[C@H]2[C@H](C)C(=O)CCC(C)C)OCC(O)C1OC1OCC(O)C(O)C1OC(=O)c1ccc(OC)cc1 (some centres undefined) | 32 | 30 | 31 | 27 | -74* | 58 | -44* | 57 | -72* |
| CCc1ccc(CC)c(CC)c1CC | 105 | 107 | 102 | 100 | 118 | 106 | 107 | 95 | 115 |
| O=C(Nc1ccc(Cl)c(C(F)(F)F)c1)c1cc(-c2ccc(F)cc2F)ccc1O | 95 | 87 | 100 | 97 | 102 | 111 | 92 | 106 | 119 |
| S=C(N/N=C\c1ccc(Cl)c(Cl)c1)N/N=C/c1ccc(Cl)c(Cl)c1 | 104 | 109 | 111 | 101 | 98 | x | 103 | 101 | 107 |
| COc1ccc(C2=C/C(=C\c3ccc(Cl)cc3)C(=O)N2Cc2ccccc2)cc1 | 95 | 81 | 98 | 83 | 90 | 100 | 73 | 95 | 84 |
| CC(C)c1ccc(C2=C/C(=C\c3ccc(F)cc3)C(=O)N2CCc2ccc(S(N)(=O)=O)cc2)cc1 | 107 | 103 | 105 | 111 | 112 | 98 | 102 | 100 | x |
| COc1cc2cc(NCc3cccc(Cl)c3)nc(C)c2cc1OC | 44 | 25 | 44 | 45 | 7.6* | 60 | 57 | 68 | 40 |
| CCN1C(=O)N(CC)C2C1NC(=S)N2/N=C/c1ccc(C(F)(F)F)cc1 (centres undefined) | 79 | 61 | 81 | 87 | 45 | 65 | 79 | 73 | 53 |
| CC(=O)Nc1cccc(Nc2nc(NCc3ccccc3)c3ccccc3n2)c1 | -100* | -94* | -98* | -74* | -99* | -79* | -96* | -73* | -95* |
| Clc1ccc2c(NCCNc3nc(N4CCCC4)nc4ccccc34)ccnc2c1 | -83* | 3.6* | 24 | 3.6* | -5.2* | -66* | -63* | -7.2* | -57* |
| CCCCC(CC)COCCCNCC(=O)O (centres undefined) | 100 | 100 | 97 | 100 | 88 | 101 | 105 | 102 | x |
| COc1ccc(C(=O)C[n+]2cccc3c4ccccc4ccc32)cc1 | 79 | 67 | 58 | 26 | 102 | 52 | 50 | 33 | 56 |
| COC(=O)c1cc(Cl)cc(NC(C)=O)c1Cl | 103 | 114 | 102 | 117 | 101 | 111 | 100 | 97 | x |
| CCOC(=O)c1c(NC(=O)c2ccc(F)cc2)sc2c1CCCC2 | 103 | 97 | 102 | 102 | 89 | 111 | x | 107 | x |

Compound profiles, from the list above:
`COC(=O)OC1C(O[C@H]2C[C@H]3[C@@H]4CC=C5C[C@@H](O)CC[C@]5(C)[C@H]4CC[C@]3(C)[C@H]2[C@H](C)C(=O)CCC(C)C)OCC(O)C1OC1OCC(O)C(O)C1OC(=O)c1ccc(OC)cc1` (some centres undefined) is entered as ACHN = 32; IGROV1 = 30; OVCAR-5 = 31; OVCAR-8 = 27; A498 = -74*; OVCAR-3 = 58; SK-OV-3 = -44*; OVCAR-4 = 57; RXF 393 = -72*
`O=C1C(=Nc2ccc(F)c(Cl)c2)c2cccc3cccc1c23` is entered as ACHN = 32; IGROV1 = 66; OVCAR-5 = 95; OVCAR-8 = 3.6*; A498 = 118; OVCAR-3 = 25; SK-OV-3 = 87; OVCAR-4 = 86; RXF 393 = 107

Going on with the list:
| structure | ACHN | IGROV1 | OVCAR-5 | OVCAR-8 | A498 | OVCAR-3 | SK-OV-3 | OVCAR-4 | RXF 393 |
| --- | --- | --- | --- | --- | --- | --- | --- | --- | --- |
| O=C(O)c1ccc(NC(=O)c2nc(-c3ccccc3)n(-c3ccccc3)n2)cc1 | 110 | 100 | 105 | 99 | x | 106 | 90 | 108 | 101 |
| COc1ccc(/C=N\NC(=O)c2ccc3nc(-c4ccc([N+](=O)[O-])cc4)[nH]c3c2)cc1 | 90 | 94 | 88 | 95 | 137 | 109 | 86 | 95 | 116 |
| CCCCC1CCc2cccc3c(SCC(=O)N(C)c4ccccc4Br)cc[n+]1c23 (centres undefined) | 104 | 118 | 108 | 107 | 109 | 110 | x | 108 | 129 |
| COC(=O)[C@H](O)[C@@H](N)Cc1ccccc1 | 107 | 106 | 107 | 105 | 106 | 113 | 107 | 113 | 94 |
| O=Nc1ccc(O)c2ccccc12 | 20 | 2.1* | 1.3* | 7.6* | 118 | -6.9* | 100 | -97* | 11 |
| N#CCC(=O)c1ccc(N)cc1 | 105 | 119 | 103 | 102 | 84 | 109 | 111 | 104 | 97 |
| COc1ccc(C2(CO)OC(CO)C(O)C2O)cc1 (centres undefined) | 108 | 138 | 98 | 105 | 113 | x | 118 | 108 | 106 |
| CCOc1ccc2nc(NC(=O)c3ccc(C(F)(F)F)cc3)sc2c1 | 110 | 113 | 105 | 107 | 96 | 109 | x | 107 | 114 |
| CC(=N)c1c(O)cc(C)oc1=O | 104 | 104 | 99 | 100 | x | 107 | 104 | 115 | 126 |
| Cc1ccc(N2CCN(CC(O)COc3ccccc3)CC2)cc1 (centres undefined) | 109 | 103 | 107 | 98 | 120 | 108 | 106 | 96 | 116 |
| CCOC(=O)NN1CC(O)=C(c2nc(-c3ccc(Br)cc3)cs2)C1=N | 111 | 53 | 89 | 97 | 93 | 100 | 108 | 118 | 83 |
| Cc1c(C(=O)Nc2nc3ccccc3s2)cnn1-c1ccccc1Br | 107 | 110 | 99 | 103 | 113 | 101 | 113 | 87 | 109 |
| Nc1ncnc(Nc2ccc(S(N)(=O)=O)cc2)n1 | 106 | x | 159 | 90 | 102 | 110 | 112 | 109 | x |
| O=C(Nc1ccccc1C1=NCCN1)Nc1ccccc1C1=NCCN1 | 99 | 100 | 99 | 100 | 105 | x | 99 | 100 | 106 |
| CC(c1ccccc1)C1CC(=O)N(C)C1=O (centres undefined) | 105 | 105 | 108 | 104 | 83 | 110 | 106 | 100 | 113 |
| O=c1c2ccccc2nnn1CCc1ccccc1 | 99&102 | 96&88 | 100&100 | 103&98 | 92&79 | 103&103 | 101&108 | 100&96 | 84&104 |
| CC(C)(C)n1cc(-c2ccnc(NCCNS(=O)(=O)c3cccc(F)c3)c2)c(-c2ccccc2)n1 | 100 | 97 | 105 | 88 | 27 | 101 | 102 | 73 | 97 |

Given with values under each structure: 3 of the compounds above.
Values in the order – ACHN, IGROV1, OVCAR-5, OVCAR-8, A498, OVCAR-3, SK-OV-3, OVCAR-4, RXF 393
C=C(C)C1CC=C(C)C(OCCN(CC)CC)C1 (centres undefined)
→ 97, 98, 93, 105, 95, 97, 98, 109, 104
COC(=O)c1ccc(N=NN(C)C)cc1
→ 106, x, 95, 108, 102, 124, 100, 110, x
C[C@]12CC[C@H]3[C@@H](CCC4=CC(=O)CC[C@@]43C)[C@@H]1CC[C@@H]2c1csc(N)n1
→ 77, 87, 100, 46, 84, 63, 89, 23, 77

Screening data (PubChem)
